Screens as filed in PubChem.
mcGAS MS inh: blocks mouse cGAS cGAMP production; recombinant mouse cGAS, cGAMP by RapidFire MS; inhibition, % at 12.5 µM; actives 0.18% (n = 130,000); AID 1259397;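 active = inhibition of cGAS enzyme activity at or above 60%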;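 note: enzyme stimulated by 45 bp dsDNA with ATP and GTP substrates; cGAMP share of summed cGAMP plus half ATP and half GTP signals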
Target sequence (Q8C6L5 whole entry, looked up): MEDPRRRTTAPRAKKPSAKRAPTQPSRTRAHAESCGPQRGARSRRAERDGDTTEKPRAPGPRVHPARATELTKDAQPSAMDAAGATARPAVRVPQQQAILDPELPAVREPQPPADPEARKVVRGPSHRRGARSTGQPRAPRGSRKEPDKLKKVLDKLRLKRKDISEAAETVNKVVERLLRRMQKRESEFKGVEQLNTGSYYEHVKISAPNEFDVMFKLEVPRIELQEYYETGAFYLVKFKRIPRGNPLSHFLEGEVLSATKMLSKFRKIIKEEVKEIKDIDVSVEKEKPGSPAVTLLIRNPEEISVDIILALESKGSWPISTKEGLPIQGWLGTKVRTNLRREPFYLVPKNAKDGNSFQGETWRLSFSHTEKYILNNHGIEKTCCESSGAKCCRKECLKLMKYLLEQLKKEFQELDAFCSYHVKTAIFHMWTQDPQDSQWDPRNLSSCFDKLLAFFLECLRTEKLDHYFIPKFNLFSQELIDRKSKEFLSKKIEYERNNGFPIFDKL
An asterisk follows results filed as active; & = joins results of further samples. A portion of the library; rates above refer to the full screens.

Molecule	mcGAS MS inh
O=C(Nc1cccc(-c2cc3ccccc3[nH]2)c1)C1CCN(C(=O)c2ccco2)CC1	-11
CN(C)CCCn1c(=O)n(Cc2c(F)cccc2F)c2ccc(C(=O)O)cc21	4
O=C(C(=O)N1CCC2(CCOCC2)CC1)N1CCOCC1	1
CCn1c(C2CCCN(C(=O)CC34CC5CC(CC(O)(C5)C3)C4)C2)n[nH]c1=O (configuration not stated)	-24
COc1ccc(CNCc2cnn(-c3ccc(F)cc3F)c2)cc1O	-21
O=C(O)[C@H]1C[C@@H](C(=O)NC2CC2)CN(C(=O)Cc2ccccc2F)C1	4
CCCCOC(=O)/C=C/c1ccc(OC(=O)OC)c(OC(=O)OC)c1	-4
CCOC(=O)C1(CCCc2ccccc2)CCN(C(=O)c2ccc(=O)n(C)n2)CC1	-7
C=CCN=c1scc(-c2cccc(Br)c2)n1N=Cc1cc2c(cc1[N+](=O)[O-])OCO2	-8
COC(=O)c1c(C)oc2ccc(N(C(=O)c3ccncc3)S(=O)(=O)c3c(C)cc(C)cc3C)cc12	-6
COCCNc1ccc(S(C)(=O)=O)cc1[N+](=O)[O-]	-8
C[C@H](NC(N)=O)C(=O)OCC(=O)NC12CC3CC(CC(C3)C1)C2	-1
Cc1cc(C(=O)NCc2ccc(CN3C(=O)NC(C)(C)C3=O)cc2)c(C)s1	-4
OCc1ccc(-c2nccn2Cc2noc(-c3ccccc3)n2)o1	7
CCn1c2ccccc2c2cc(Nc3cc(-c4cccc5ccccc45)ncn3)ccc21	-5
O=C(COC(=O)C12CC3CC(CC(C3)C1)C2)NCC(F)(F)F	-8
CC1c2ccccc2C(=S)N1c1ccccc1 (configuration not stated)	15
CC1(C)CC(=O)C=C(NNc2nc3ccccc3o2)C1	6
Cc1cc(C(=O)N2CCCC(O)(CO)CC2)c(-c2ccccc2)o1 (configuration not stated)	-7
CC(C)(C)NC(=O)CCCC(=O)O	-7
Cc1ccc(OCC2Cn3c(nc4c3c(=O)n(C)c(=O)n4C)O2)cc1 (configuration not stated)	-1
COc1ccc(CN2CCCC(CO)(Cc3ccccc3F)C2)c(F)c1 (configuration not stated)	-7
COC(=O)c1ccccc1NC(=O)c1cccnc1	6
CN=c1scc(-c2ccccc2Br)n1N=Cc1ccc[nH]1	-5
O=C1CC(c2cccs2)Sc2nncn21 (configuration not stated)	-4

Single values from the entries so far:
mcGAS MS inh, `O=C(COC(=O)C12CC3CC(CC(C3)C1)C2)NCC(F)(F)F` reads -8
mcGAS MS inh, `COc1ccc(CN2CCCC(CO)(Cc3ccccc3F)C2)c(F)c1` (configuration not stated) reads -7

The results go on.
Molecule	mcGAS MS inh
CCOCC(O)CN1CCCN(Cc2ccccc2)CC1C (configuration not stated)	-4
Cc1nc2c(C(=O)N(C)Cc3ccncc3C)cccc2[nH]1	-7
O=C(c1ccc([N+](=O)[O-])cc1)N1CCCC(OCc2ccc(F)cc2F)C1 (configuration not stated)	-6
CC(C)c1cccc(-c2cccc3c2OC(CN)C3)n1 (configuration not stated)	-12
COc1ccc(C(O)C(=O)NCc2nn(C)c3ccc(C)cc23)cc1 (configuration not stated)	-9
CC(=O)c1cc2c(cc1O)OC(C)(C)C=C2	-12
CC(C)CNC(=O)CN1CCN(c2ccc(S(=O)(=O)NC3CCC(C)CC3)cc2[N+](=O)[O-])CC1 (configuration not stated)	-5
O=C(CC1CCc2ccccc21)NCc1cc(-c2ccco2)on1 (configuration not stated)	-10
C=CCn1c(N2CCN(Cc3c(F)cccc3Cl)CC2)nc2c1c(=O)[nH]c(=O)n2C	-4
CC(C)CN1CCC[C@@H]1CNC(=O)COCC1CCCO1 (some centres not stated)	-15
COc1ccc(OC)c2sc(N(Cc3ccco3)C(=O)c3cc(C)nn3C)nc12	-3
Cc1cccnc1NC(=O)c1cccc(S(=O)(=O)N2CCCCC2)c1	-6
COC(=O)c1ccc(C)c(OCC(=O)Nc2cc3c(cc2Cl)OCCO3)c1	0
Cc1cc(C)n(-c2nc(N)cc(Cl)n2)n1	-14
CCOC(=O)C(C(=O)COC(=O)c1cc(Br)ccc1O)c1nc(C)cs1 (configuration not stated)	-4
O=C(c1cnn2c1CCCC2)N(Cc1ccccn1)CC1CCCO1 (configuration not stated)	-41
O=C(NCC1CCCN(Cc2cnc(-c3ccccc3)s2)C1)c1n[nH]c2ccccc12 (configuration not stated)	2
CC1(C(=O)NS(=O)(=O)Cc2cccc(Cl)c2)CCN1C(=O)C1CC1 (configuration not stated)	-3
NC(=O)CC1CCCN(C(=O)C2(c3cccc(Br)c3)CC2)C1 (configuration not stated)	0
Cc1ccc(/C=N\OC(C)C(=O)Nc2c(C)cccc2C)o1 (configuration not stated)	-6
CC1CCCCN1c1cc(C(=O)Nc2cc(C3CC3)[nH]n2)ccn1 (configuration not stated)	-4
O=C1CC(=O)N2C(c3ccccc3)=CSC2(OCCS)N1 (configuration not stated)	-2
CCCCSC(C)C(=O)N(C)c1ccccn1 (configuration not stated)	-8
CCCS(=O)(=O)Nc1cccc(C(=O)Nc2ccc(F)cc2OC)c1	3
COc1c(C)cc(C(=O)N2CCOC(c3ccccc3)C2)cc1C (configuration not stated)	-4

Molecule	mcGAS MS inh
Nc1cccc(-c2cc(Nc3ccc4[nH]ccc4c3)ncn2)c1	-3
CC1CCc2nc3ccccc3c(C(=O)OCC(=O)NC(=O)NC(C)C)c2C1 (configuration not stated)	-5
Nc1ccc(NC(=S)NCc2ccco2)cc1[N+](=O)[O-]	-6
Cc1ccc(N2CCN(C(=O)c3snc4c(=O)n(CC(C)C)c(=O)[nH]c34)CC2)c(C)c1	-5
COc1ccc(CN2CCN(Cc3cnc(-c4cccc(C)c4)nc3)CC2CCO)c(F)c1 (configuration not stated)	1
O=S1(=O)CCC(NCc2cc(Cl)c3c(c2)OCCCO3)C1 (configuration not stated)	1
CC1(C)C(=O)OC(c2ccc(Cl)cc2Cl)C(C)(C)C1=O (configuration not stated)	-2
CC(C)CSc1nnc(SC(C)C(=O)Nc2ccc(F)cc2)s1 (configuration not stated)	-1
Cn1c(=O)c2c(NCCCn3ccnc3)ccnc2n(C)c1=O	-11
O=C1N=C(N2CCCCC2)SC1=Cc1ccc(-c2ccccc2)o1	0
CCONC(=O)CCc1nc2cc(C(F)(F)F)ccc2s1	-2
O=C(Nn1ccc2c(nnc3ccnn32)c1=O)c1cccnc1	-9
Cc1oc(-c2cccs2)nc1CN(C)CC1COc2ccccc2O1 (configuration not stated)	-5
CCN1CCCC1CN(CC1CCN(CCOC)CC1)C(=O)c1ccc(SC)cc1 (configuration not stated)	-5
C(=C\c1ccccc1)/CNCC1CCNCC1	-8
O=C(NCCNc1cccnc1)C(=O)N1CCc2ccccc2C1	14
COc1ccc(CN2CCC2(C)C(=O)Nc2cc(OC)ccc2OC)cc1 (configuration not stated)	0
O=C(CCc1nc2ccc(F)cc2[nH]1)N[C@H]1COC[C@@H]1N1CCCC1	-13&-9
O=S(=O)(NCc1cccc2c1OCCO2)c1ccc(F)cc1Cl	8&10
Cc1ccccc1S(=O)(=O)NC(=O)C1(C)CCN1C(=O)Cc1cc(F)ccc1F (configuration not stated)	-8
CC1(C)N([O-])C(c2ccc(-c3ccccc3)cc2)=C[N+](=O)C1(C)C	-14
CS(=O)(=O)NC1CCCN(C(=O)Cc2ccc(Cl)cc2)C1 (configuration not stated)	-5
COc1ccc(C(C#N)Nc2ccccc2)cc1 (configuration not stated)	-9
CC(NC(=O)c1cc(Cl)c(Cl)n1C)c1ccc(NS(C)(=O)=O)cc1 (configuration not stated)	5
CC(OC(=O)c1cccc2c1OC(C)C2C)C(=O)N1CCc2ccccc21 (configuration not stated)	-2

Molecule	mcGAS MS inh
CSC1(CNc2ccc(Br)cn2)CCOCC1	71*
Cc1ccc(N=Nc2sc3nc4c(c(=O)n(C)c(=O)n4C)n3c2O)cc1	-1
CCOc1ccc(C(=O)NCC(=O)N2CCN(c3nnc(C)c(C)c3C#N)CC2)cc1	-4
CN(C(=O)c1ccc(Cl)cc1)C1(C)CCS(=O)(=O)C1 (configuration not stated)	-14
Cc1c(C(=O)O)nnn1-c1ccc(-c2ccccc2)cc1	-7
Cc1cc(Br)c(NC(=O)CN(C)C)c(Br)c1	-23
CC(C(=O)N1CCc2c(nc(N(C)C)[nH]c2=O)C1)n1cnc2ccccc21 (configuration not stated)	-13
Cc1cc(C)cc(N(CCC#N)C(=O)CN(C)C(C)C(C)(C)C)c1 (configuration not stated)	-4
Cc1cc(CN(C)C(=O)C2CSCN2C(=O)CC(C)(C)C)no1 (configuration not stated)	-4
COC(=O)C1=C(SCc2ccccc2)SC(=C2C(=O)CC(C)(C)CC2=O)S1	-7
COC(=O)c1ccc(S(=O)(=O)N(CCC#N)c2ccc(C)cc2)o1	-11
O=C(O)CC(NC(=O)c1cnn(-c2ccccc2)c1)c1ccc(F)cc1 (configuration not stated)	-3
COc1cc(OC)nc(NCc2cccnc2N2CCN(C(C)=O)CC2)n1	-15
CCN(Cc1nc2ccccc2c(=O)[nH]1)Cc1c(C)noc1C	-4
c1ccc(C2C3CCCCC3=Nc3ncnn32)cc1 (configuration not stated)	-7&-4
CCCS(=O)(=O)N1CCCC(C(=O)NCc2ccc(Cn3ccnc3)cc2)C1 (configuration not stated)	-9
NC(=O)Cn1cc(Br)ccc1=O	-7
COC(=O)c1sccc1NC(=O)c1nn(Cc2ccccc2)c(=O)c2ccccc12	-6
Cc1oc(-c2cc3c(cc2Cl)OCO3)nc1CN1CCN(c2ncccn2)CC1	-13
CS(=O)(=O)c1ccc(-c2ccccc2C(=O)N2CCN(C(=O)C3c4ccccc4Oc4ccccc43)CC2)cc1	-11
Cc1ccc(Nc2nc(NCc3ccco3)nc3[nH]ncc23)cc1	-4
Cc1ccc(Cl)cc1S(=O)(=O)NCCc1ccc(N2CCCC2)cc1	-6
Cc1ccccc1CN1CCC(CN(CC2CCCO2)C2CCOCC2)CC1 (configuration not stated)	-10
CC(=O)c1ccc2c(c1)N(Cc1ccc(Cl)cc1)C(=O)C(C)S2 (configuration not stated)	-1
COCCn1c(SCC(=O)Nc2cc(C(C)(C)C)nn2C)nc(C)c1C	-5

Grouped by structure: the entries above with a nitro group on carbon (five)
Molecule	mcGAS MS inh
C=CCN=c1scc(-c2cccc(Br)c2)n1N=Cc1cc2c(cc1[N+](=O)[O-])OCO2	-8
COCCNc1ccc(S(C)(=O)=O)cc1[N+](=O)[O-]	-8
O=C(c1ccc([N+](=O)[O-])cc1)N1CCCC(OCc2ccc(F)cc2F)C1 (configuration not stated)	-6
CC(C)CNC(=O)CN1CCN(c2ccc(S(=O)(=O)NC3CCC(C)CC3)cc2[N+](=O)[O-])CC1 (configuration not stated)	-5
Nc1ccc(NC(=S)NCc2ccco2)cc1[N+](=O)[O-]	-6

The results go on:
Molecule	mcGAS MS inh
Cc1ccccc1C1CCCN1C(=O)c1cccc(NCC(=O)O)c1 (configuration not stated)	-5
O=S(=O)(c1ccc(Cl)cc1)N1CCCC(OCc2ccccc2)C1 (configuration not stated)	-2
O=C(CCc1ncc(-c2ccccc2Cl)o1)NCc1ccc(F)cc1	-4
Cc1ccc(Cl)c2sc(NCCCn3ccnc3)nc12	7
Cc1cc(NC(=O)C(C)(C)C)nc2c1c(=O)oc1ccccc12	-9
Cc1cc(N2CCN(C(=O)Cn3nnnc3CN3CCCC3)CC2)cc(C)n1	-6
CCC(c1nc(CC2CCN(C)CC2)no1)n1cccn1 (configuration not stated)	-1
COc1ccc(Cn2c(C)cc(O)c(C(c3cccc(F)c3)N3CCN(C)CC3)c2=O)cc1 (configuration not stated)	-3
C(CC=Nc1ccccc1)=Nc1ccccc1	-24&-3
c1ccc(COC2CCCN(Cc3cnc(CC4CCCC4)[nH]3)C2)nc1 (configuration not stated)	-20
CC(SCCS(N)(=O)=O)c1ccc(Cl)cc1 (configuration not stated)	0
COc1cc(N)c(Cl)cc1C(=O)NC1CCN(Cc2ccccc2)CC1	-3&8
CN(C)c1ccc(CCCNC(=O)Cn2cccnc2=O)cc1	4
Cc1c(CN2CCC(c3cc(C(C)C)n[nH]3)CC2)c(=O)n(-c2ccccc2)n1C	-4
Cc1ccc(C2=NN(c3nc(-c4ccccc4)c4cc(Cl)ccc4n3)C(c3ccc(Br)cc3)C2)cc1 (configuration not stated)	-5
COc1cc(CN2CCCC(CNC(=O)c3cccs3)C2)c(Cl)cc1O (configuration not stated)	-15
Cc1nnc2n1N=CC=C(c1ccccc1)S2	3
CCc1noc(C(C)n2cnc3c(C)csc3c2=O)n1 (configuration not stated)	-4
Cc1ccccc1CN1CCN(Cc2nccn2C)CC1	-7
CC1CCCCN1C(=O)CSc1nnc(NC2CCCCC2)s1 (configuration not stated)	-9
Cc1cc(C)n(C2CCN(C(=O)c3cc4n(n3)CCCN(C)C4)C2)n1 (configuration not stated)	-14

Arranged by molar mass (falling): 3 of the compounds above.
Molecule	mcGAS MS inh
c1ccc(COC2CCCN(Cc3cnc(CC4CCCC4)[nH]3)C2)nc1 (configuration not stated)	-20
CCc1noc(C(C)n2cnc3c(C)csc3c2=O)n1 (configuration not stated)	-4
CCC(c1nc(CC2CCN(C)CC2)no1)n1cccn1 (configuration not stated)	-1
